Cy5 interf NS3h – Cy5 fluorescence quenchers or enhancers, artefact control for HCV NS3 helicase inhibitor project, biochemical, ChemBridge library, Cy5 readout; hit rate 6% among 16,000; fluorescence interference ratio at 100 µM; Cy5-dT15 DNA with NS3h, fluorescence interference; actives lie on both sides; signal over control mean, under 1 quenches; AID 720488, 2013;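 active means compound fluorescence over control fluorescence at most 0.8, a quencher, or at least a set upper limit, an enhancer; inactive means ratio between 0.8 and the set upper limit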
NS3h inh CB – HCV NS3 helicase inhibitors, primary screen, biochemical, fluorescence polarization, ChemBridge library | Hepatitis C virus NS3 helicase | NS3h Cy5-dT15 DNA binding | inhibition, % at 100 µM | hit rate 1.6% among 16,000;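 active means inhibition above the average over every tested compound plus 3 SD, cut at about 40% in these data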
Active calls of the source: *.

Under each structure: Cy5 interf NS3h | NS3h inh CB
> CC(COCCc1nnc(NC(=O)c2ccccc2)s1)OCCc1nnc(NC(=O)c2ccccc2)s1 (centres undefined)
    0.9 | 4
> N#Cc1c(C(F)(F)F)cc(-c2cccs2)nc1SCc1ccc(Cl)cc1
    1.1 | 7
> COCCOC(=O)c1c(C)oc2ccc(OCC(=O)C(C)(C)C)cc12
    0.9 | 12
> COC(=O)c1ccc(-c2ccc(/C=C3/SC(=S)N(c4ccccc4)C3=O)o2)cc1
    1 | 1
> COc1ccc(C(=O)Nc2cc(Cl)ccc2Cl)cc1NC(C)=O
    1.1 | 19
> COC(=O)c1cnn2c(C(F)(F)F)cc(-c3ccccc3)nc12
    1 | 10
> O=C(NCc1ccc(Cl)cc1)c1cnn2c(C(F)(F)F)cc(-c3ccco3)nc12
    0.59* | 12
> CC(C)(C)C(=O)Nc1ccc(-c2nc3ccccc3o2)cc1
    1 | 0
> CCN(CC)S(=O)(=O)c1ccc(Cl)c(-c2nnc(-c3ccc(C)cc3)o2)c1
    1.1 | -3
> O=C(NC(=S)Nc1ccc(-c2nc3ccccc3[nH]2)cc1)c1ccco1
    1.1 | 0
> C#CCOc1nc(OCC#C)nc(OCC#C)n1
    0.99 | -4
> COc1ccc(CC(=O)c2ccc(C(=O)Cc3ccc(OC)c(OC)c3)cc2)cc1OC
    0.89 | 6
> CCCC(C)NS(=O)(=O)c1cc(Cl)ccc1Cl (centres undefined)
    0.97 | 5
> COc1ccc(C(=O)c2coc3ccc(O)cc23)cc1
    1 | 16
> O=C(NC(=S)Nc1ccc([N+](=O)[O-])cc1O)c1ccc(Br)cc1
    0.95 | 0
> Clc1ccc(N2CCN(c3ncnc4c3cnn4-c3ccccc3)CC2)cc1
    1.1 | -4
> Cc1cccc(C(=O)Nc2nc3ccc(Br)cc3s2)c1
    1.1 | 7
> Nc1ccc2nc(SCC(=O)Nc3cccc(C(F)(F)F)c3)sc2c1
    1 | 12
> O=[N+]([O-])c1ccccc1C1N(c2ccccc2)CCN1c1ccccc1
    0.97 | 6
> O=C(CSCC(=O)Nc1ccccc1-c1ccccc1)Nc1ccccc1
    0.96 | 4
> Cc1ccc(C(=O)Nc2ccc(I)cc2)cc1[N+](=O)[O-]
    1.1 | 14
> COc1ccc(-c2csc(Nc3ccccc3)n2)cc1
    1 | 21
> CCOC(=O)Oc1ccc2c(=O)c(Oc3ccccc3Br)coc2c1
    0.95 | 2
> COc1ccc(C2CC(C(F)(F)F)n3ncc(C(N)=O)c3N2)cc1 (centres undefined)
    1.1 | 4
> CCC(=O)Nc1cccc(NC(=O)c2ccc([N+](=O)[O-])cc2)c1
    0.84 | 14
> CC12c3ccccc3C(c3ccccc31)C1C(=O)N(c3cccc([N+](=O)[O-])c3)C(=O)C12 (centres undefined)
    1 | 18
> COc1ccc(NS(=O)(=O)c2ccc(NC(=S)NC(=O)C34CC5CC(CC(C5)C3)C4)cc2)nn1
    1 | 6
> COc1ccc2nc(NC(=O)COc3ccc(Cl)cc3)sc2c1
    0.99 | -1
> CC1CCOC(c2cccc([N+](=O)[O-])c2)O1 (centres undefined)
    1 | 4
> O=Cc1ccc(OCC(O)Cn2c3ccccc3c3ccccc32)cc1 (centres undefined)
    0.87 | 15
> COc1cccc(NC(=O)C2c3ccccc3Oc3ccccc32)c1
    1.1 | 22
> CCc1ccc(NCCC(=O)c2ccc(Br)cc2)cc1
    1 | 17
> CN1CCN(C(=O)c2ccccc2NC(=O)c2ccc(Cl)cc2Cl)CC1
    1 | 17
> Cn1c(/C=C/c2cccnc2)nc2ccccc2c1=O
    1 | -8
> CCCCOc1ccc(Cc2c(O)nc(N)[nH]c2=O)cc1
    1 | 5
> CC(=O)c1cccc(NC2C=CS(=O)(=O)C2)c1 (centres undefined)
    1 | 0
> O=C(Oc1ccc(NS(=O)(=O)c2ccccc2)cc1)c1ccc(Cl)cc1
    0.96 | 12
> Cc1ccc(C(C)C)c(OCC(=O)Nc2ccc(O)c(-c3nc4ccccc4o3)c2)c1
    1.1 | -4
> CCOC1=NC(C(F)(F)F)(C(F)(F)F)N=C(N=C(SC)SC)O1
    1 | 6
> Cc1ccc(NC(=O)CN(c2ccc(C(C)C)cc2)S(=O)(=O)c2ccccc2)c(C)c1
    1 | 10
> C=CCOC(=O)C1=C(C)NC(C)=C(C(=O)OCC=C)C1c1ccco1
    0.73* | 29
> Oc1ccccc1C(=S)N1CCCC1
    1 | 13
> Cc1ccc(CN2CCN(/N=C\c3cccc(F)c3)CC2)cc1
    0.94 | 10
> O=C(O)Cc1c[nH]c2ccc(O)cc12
    0.81 | 90*
> O=C(O)CN1C(=O)/C(=C/c2ccccc2OCc2ccc([N+](=O)[O-])cc2)SC1=S
    1.1 | 24

Entries above that have an aryl methoxy group (8):
Under each structure: Cy5 interf NS3h | NS3h inh CB
> COc1ccc(C(=O)Nc2cc(Cl)ccc2Cl)cc1NC(C)=O
    1.1 | 19
> COc1ccc(CC(=O)c2ccc(C(=O)Cc3ccc(OC)c(OC)c3)cc2)cc1OC
    0.89 | 6
> COc1ccc(C(=O)c2coc3ccc(O)cc23)cc1
    1 | 16
> COc1ccc(-c2csc(Nc3ccccc3)n2)cc1
    1 | 21
> COc1ccc(C2CC(C(F)(F)F)n3ncc(C(N)=O)c3N2)cc1 (centres undefined)
    1.1 | 4
> COc1ccc(NS(=O)(=O)c2ccc(NC(=S)NC(=O)C34CC5CC(CC(C5)C3)C4)cc2)nn1
    1 | 6
> COc1ccc2nc(NC(=O)COc3ccc(Cl)cc3)sc2c1
    0.99 | -1
> COc1cccc(NC(=O)C2c3ccccc3Oc3ccccc32)c1
    1.1 | 22

(more compounds)
Under each structure: Cy5 interf NS3h | NS3h inh CB
> O=c1c(C=NCc2ccc(F)cc2)c(-c2ccccc2)[nH]n1-c1nc2ccccc2s1
    0.93 | 11
> CCOC(=O)c1ccc(NC(=O)c2ccc(S(=O)(=O)N(C)C)cc2)cc1
    1 | 6
> CS(=O)(=O)N(CC(O)Cn1c2ccccc2c2ccccc21)c1ccccc1 (centres undefined)
    0.94 | 17
> O=S(=O)(NC1C2CC3CC(C2)CC1C3)c1ccc2ccccc2c1 (centres undefined)
    1 | 15
> CCOc1ccc(NC(=O)C2=C(C)NC(=O)NC2c2cc(OC)ccc2OC)cc1 (centres undefined)
    1.1 | 0
> Cc1onc(-c2c(Cl)cccc2Cl)c1C(=O)NCc1ccncc1
    1.1 | 8
> Cc1ccc(CNC(=O)CN(c2cccc(Cl)c2)S(=O)(=O)c2ccccc2)cc1
    1 | 19
> CC(=O)Nc1ccc(S(=O)(=O)N2CCC(Cc3ccccc3)CC2)cc1
    0.99 | 13
> COC(=O)c1ccccc1NC(=O)c1ccc(Cl)c([N+](=O)[O-])c1
    0.98 | -12
> Cc1ccc2c(c1)-c1c(ssc1=S)C(C)(C)N2C(=O)Cc1ccccc1
    0.97 | -15
> CN(C)/C=C/C=C/C(=O)c1cccc(C(=O)/C=C/C=C/N(C)C)c1O
    0.91 | 10
> COc1cccc(NC(=O)CN(c2ccc(C(C)C)cc2)S(=O)(=O)c2ccccc2)c1
    0.92 | 15
> CCC(C(=O)Nc1ccc(C)c(C)c1)c1ccccc1 (centres undefined)
    1 | 16
> COC(=O)CCN1C(=O)/C(=C/c2ccc(OCc3ccc(Cl)cc3)c(OC)c2)SC1=S
    1 | 16
> COC(=O)C1NN=C(C(=O)c2ccccc2)C1c1ccccc1 (centres undefined)
    1 | 2
> CCOC(=O)C1=C(C)N=c2s/c(=C\c3cccs3)c(=O)n2C1c1ccc(F)cc1 (centres undefined)
    1.1 | 8
> CCOc1cc(/C=C2\C(=O)NC(=O)N(c3ccc(Cl)cc3)C2=O)cc(I)c1OC
    1 | 8
> O=C(Nc1ccccc1C(=O)N1CCOCC1)c1cccnc1
    0.98 | -3
> O=C(O/N=C(\c1ccc(Br)cc1)N1CCOCC1)c1ccccc1
    0.89 | 5
> O=[N+]([O-])c1ccccc1NC(=NS(=O)(=O)c1ccc(Cl)cc1)c1ccccc1
    0.69* | 20
> O=C1/C(=C\c2ccc(C(F)(F)F)cc2)SC(=S)N1c1ccccc1
    1 | 3
> Cc1ccc(-n2ccc(N)c(C#N)c2=O)cc1
    1 | 9
> Cc1cc(C(=O)N/N=C\C(Cl)=C\c2ccccc2)n[nH]1
    1 | 12
> O=C(Nc1cccc(F)c1)[C@H]1CC=CC[C@H]1C(=O)O
    1.1 | 1
> COc1cc(/C=C2/C(=O)NN(c3ccc(Cl)cc3)C2=O)cc(Br)c1O
    0.77* | -1
> CC(=O)Oc1ccccc1/C=N\NC(=O)/C(=C\c1ccc2c(c1)OCO2)NC(=O)c1ccccc1
    1.1 | 20
> CC1=NN(C(=O)c2ccncc2)C(O)(c2cccnc2)C1 (centres undefined)
    1.1 | -2
> COc1ccc(C2C(=C(O)c3ccc(Cl)cc3)C(=O)C(=O)N2C)cc1OC (centres undefined)
    1.1 | -6
> Cc1cccc(NC(=O)CSc2cc(Cl)ccc2Cl)c1
    0.99 | 6
> O=[N+]([O-])/C=C/c1ccc(-c2ccc(Cl)cc2)o1
    1 | 2
> Cc1ccc(/C=C2/SC(=S)NC2=O)s1
    0.79* | 13
> O=C(NC(CS)C(=O)O)c1cncc(O)c1 (centres undefined)
    0.64* | 0
> COc1ccc(C(=O)Nc2ccc3nn(-c4ccc(F)cc4)nc3c2)cc1Br
    0.98 | -29
> COC(=O)c1c(C)oc2ccc(OCc3ccccc3F)cc12
    0.86 | 13
> COc1ccc(C(=O)NC(Nc2ccc(Cl)cc2)C(Cl)(Cl)Cl)cc1OC (centres undefined)
    0.94 | 9
> COc1cc([N+](=O)[O-])ccc1NC(=O)c1cccc(F)c1
    0.88 | 8
> O=C1N/C(=N\N=C/c2ccco2)SC1Cc1ccc(Cl)cc1Cl (centres undefined)
    1.1 | 10
> NC(=O)COc1ccc(/C=N\NS(=O)(=O)c2ccccc2)cc1
    1.1 | 2
> O=C(Nc1ccccc1Cl)c1ccccc1[N+](=O)[O-]
    1 | -7
> Cc1ccc(NC(=O)c2ccccc2NC(=O)c2cccs2)cc1
    1 | 14
> O=C(Nc1c(C(=O)N2CCN(Cc3ccccc3)CC2)cnn1-c1ccccc1)c1cccc(F)c1
    1.3* | 7
> COc1ccc2occ(C(=O)c3ccccc3Cl)c(=O)c2c1
    1 | 57*
> N#Cc1ccc(NC(=O)/C=C\C(=O)O)cc1
    1.1 | -20
> COc1ccccc1OCC(=O)NC1CCS(=O)(=O)C1 (centres undefined)
    0.97 | 3
> Cc1cc(C)c(C(O)=Cc2nc3ccccc3oc2=O)c(C)c1
    1 | 26
> CC(C)=C1C2C=CC1C1C(=O)N(c3ccc(C)cc3[N+](=O)[O-])C(=O)C21 (centres undefined)
    0.97 | 4
> COc1ccc(CC(=O)O/N=C(/N)c2ccccn2)cc1OC
    1.1 | 0
> COC(=O)c1c(C)oc2ccc(OC(=O)c3ccc(OC)c(OC)c3)cc12
    0.96 | 8
> Cc1cccc(C(=O)Nc2cc(-c3ccc(F)cc3)[nH]n2)c1
    0.99 | 12
> CCOC(=O)c1c(NC(=O)c2cccc(Cl)c2)sc(C(=O)Nc2ccc(OC)cc2OC)c1C
    1.2 | 3
> O=C1NN(c2ccccc2)C(=O)/C1=C/c1ccc(-c2cccc(C(=O)O)c2)o1
    1 | 19
> CCOC(=O)CSc1nc(C)c(Cl)c(=O)[nH]1
    1 | 0
> Cc1ccc(/C=C2/N=C(c3sc4ccccc4c3Cl)OC2=O)cc1
    1.1 | -4
> COc1ccc(C(=O)Oc2ccc3c(C)cc(=O)oc3c2C(C)=O)cc1
    1 | -2
> CCOc1cc(C(=O)Nc2ccc(Cl)cc2Cl)cc(OCC)c1OCC
    1.1 | -6
> Cc1cccc(/C=N\NC(=O)c2cncc(Br)c2)c1O
    1 | 6
> COc1ccccc1CNC(=O)CN(c1cccc([N+](=O)[O-])c1)S(=O)(=O)c1ccccc1
    0.96 | 11
> Cc1cc(Nc2ccc(F)cc2)n2c(nc3ccccc32)c1C#N
    0.96 | 2
> Cc1ccc(C(=O)/C(=C\c2ccc(F)cc2)c2nc3ccccc3o2)cc1
    0.95 | 19
> CCc1cc(=O)oc2cc(OCC(=O)c3ccc(-c4ccccc4)cc3)ccc12
    0.94 | 10

Continued, starting with the last 2 of the part before.
Under each structure: Cy5 interf NS3h | NS3h inh CB
> Cc1ccc(C(=O)/C(=C\c2ccc(F)cc2)c2nc3ccccc3o2)cc1
    0.95 | 19
> CCc1cc(=O)oc2cc(OCC(=O)c3ccc(-c4ccccc4)cc3)ccc12
    0.94 | 10
> CCC(C)NC(=O)/C(=C\c1ccc(OC(C)=O)c(OC)c1)NC(C)=O (centres undefined)
    0.95 | 1
> O=C(Nc1ccncc1)C1(c2ccccc2)CCCC1
    1.1 | 2
> O=C(CCN1C(=O)/C(=C\c2cccs2)SC1=S)Nc1cccc(C(F)(F)F)c1
    1.1 | 5
> COc1ccc2oc(-c3ccccc3)c(C(=O)N3CCOCC3)c2c1
    0.97 | 3

Already shown: an excerpt of the list.
Under each structure: Cy5 interf NS3h | NS3h inh CB
> Cc1cc(Nc2ccc(F)cc2)n2c(nc3ccccc32)c1C#N
    0.96 | 2
> Cc1ccc(C(=O)/C(=C\c2ccc(F)cc2)c2nc3ccccc3o2)cc1
    0.95 | 19
> CCc1cc(=O)oc2cc(OCC(=O)c3ccc(-c4ccccc4)cc3)ccc12
    0.94 | 10
> CCC(C)NC(=O)/C(=C\c1ccc(OC(C)=O)c(OC)c1)NC(C)=O (centres undefined)
    0.95 | 1

Screens: PubChem, Milwaukee Institute for Drug Discovery
